Keap1-Nrf2 PPI = Keap1-Nrf2 protein-protein interaction inhibitors, primary screen, biochemical, fluorescence polarization, single point; Kelch-like ECH-associated protein 1 (Homo sapiens), Q14145; Keap1 Kelch-Nrf2 peptide fluorescence polarization, 1536-well; inhibition, % at 9.4 µM; 0.15% of 340,000 active; AID 504523, 2011; in the data active = inhibition above about 12%;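 also: human Keap1 Kelch domain with fluorescein labeled Nrf2 9mer peptide probe; 0% = neutral control wells and 100% = peptide positive control; higher means more block of Keap1 binding to Nrf2 peptide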
PfHsp90 set2 = growth inhibition of PfHsp90-expressing yeast, primary screen, antimalarial PfHsp90 inhibitor project, S. cerevisiae, BacTiter-Glo luminescence, single point, set 2 | AID 504621, 2011 | BacTiter-Glo ATP, 48 h; yeast lacking PDR1 and PDR3 efflux regulators | 0.32% of 310,000 active | inhibition, % at 9.4 µM;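 active = every replicate shows inhibition above about 80%, whatever the replicate mean, limit read from the data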;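 also: 0% = DMSO neutral controls and 100% = 20 µM radicicol positive controls; yeast relying on Plasmodium falciparum Hsp90 in place of its own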
Rtt109 HAT inh = inhibitors of C. albicans Rtt109/Vps75 HAT, primary screen, biochemical, ThioGlo CoA-SH fluorescence, plate reader; Histone acetyltransferase RTT109 (Candida albicans (strain SC5314 / ATCC MYA-2876)), …; inhibition, % at 34.9 µM; purified Rtt109/Vps75, 4 h; AID 540336, 2011; 0.16% of 330,000 active;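 active = inhibition of at least 50% in every replicate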
cardiac RTF act = cardiac RTF calcium sensitivity activators, primary screen, biochemical, IANBD-TnC fluorescence, EC20 calcium; IANBD-labeled TnC RTF fluorescence at EC20 calcium; 0% EC20 calcium, 100% full calcium; 0.24% of 340,000 active; Troponin I, cardiac muscle (Homo sapiens) + Troponin T, cardiac muscle (Homo sapiens) + …; activation, % at 7.2 µM;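 active = activation above the mean over all tested compounds plus 3 SD, cut at about 30% in these data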;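 also: rise in fluorescence read as greater calcium sensitivity of cardiac thin filaments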
Mot1-301 SUMO = yeast Mot1-301 growth rescue at high temperature, primary screen, SUMOylation pathway inhibitor project, S. cerevisiae, ATP luminescence, 38.5C. S. cerevisiae Mot1-301 growth rescue; percent above DMSO median, 100 means doubled. growth rescue, % at 18.8 µM. 1% of 320,000 active. AID 2716, 2010;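 active = every valid replicate shows activation above 250% relative to neutral control wells; inactive = the rest, any valid replicate at or below 250%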;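 also: OY570 slx delta 5 strain wells were the positive control but not used for scaling; some compounds called inactive have numbers as strong as hits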
NSD2 HMT inh = NSD2 histone methyltransferase inhibitors, primary screen, biochemical, AlphaScreen, single concentration, set 2; Histone-lysine N-methyltransferase NSD2 (Homo sapiens), O96028; NSD2 peptide methylation, 120 min; inhibition, % at 12.5 µM; 0.54% of 310,000 active; in the data active = inhibition above about 50%
LANA DNA inh = inhibitors of KSHV C-LANA binding to DNA, primary screen, biochemical, fluorescence polarization, FAM-LBS DNA, MBP-C-LANA, single point | Kaposi's sarcoma herpesvirus LANA C-terminal domain (residues 932-1162) DNA binding | inhibition, % at 9 µM | 0.078% of 340,000 active | AID 504423, 2011;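 active = highest replicate inhibition at or above 60% at 9 µM, even if other replicates fall short; inactive = all replicates below 60% inhibition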;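 also: 0% = neutral control wells and 100% = 4 µM acridine orange control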
PvdQ inh = P. aeruginosa PvdQ acylase inhibitors, primary screen, biochemical, fluorescence, plate reader and imaging, single point | PvdQ acylase [Pseudomonas aeruginosa LESB58] | 0.063% of 340,000 active | inhibition, % at 10 µM | purified PvdQ acylase; in the data active = inhibition above about 30%, passing the limit was not always enough;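 also: 0% = vehicle neutral wells and 100% = reference inhibitor wells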
CDK5 p35 inh = inhibitors of human CDK5/p35 kinase, primary screen, biochemical, single concentration; Cyclin-dependent kinase 5 (Homo sapiens) + Cyclin-dependent kinase 5 activator 1 (Homo …; Recombinant CDK5/p35, ADP-Glo luminescence, 60 min; inhibition, % at 10 µM; 0.01% of 330,000 active; AID 488839, 2010;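 active = highest replicate inhibition of at least 50% and at least 75% of replicates reaching 50%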;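 also: plate controls were DMSO neutral control for no effect and GW8510 at 10 µM for full effect; many of its hits are not listed in these tables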
Target sequence (Q00535 whole entry, looked up): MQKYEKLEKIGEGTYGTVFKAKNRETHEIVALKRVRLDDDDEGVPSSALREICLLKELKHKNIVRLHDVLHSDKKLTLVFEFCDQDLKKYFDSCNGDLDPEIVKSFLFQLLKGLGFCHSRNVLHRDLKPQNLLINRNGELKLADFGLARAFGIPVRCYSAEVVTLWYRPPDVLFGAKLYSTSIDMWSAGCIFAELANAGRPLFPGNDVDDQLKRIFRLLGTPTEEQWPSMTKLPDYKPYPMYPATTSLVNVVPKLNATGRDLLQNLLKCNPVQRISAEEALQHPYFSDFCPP
Target sequence (Q15078 whole entry, looked up): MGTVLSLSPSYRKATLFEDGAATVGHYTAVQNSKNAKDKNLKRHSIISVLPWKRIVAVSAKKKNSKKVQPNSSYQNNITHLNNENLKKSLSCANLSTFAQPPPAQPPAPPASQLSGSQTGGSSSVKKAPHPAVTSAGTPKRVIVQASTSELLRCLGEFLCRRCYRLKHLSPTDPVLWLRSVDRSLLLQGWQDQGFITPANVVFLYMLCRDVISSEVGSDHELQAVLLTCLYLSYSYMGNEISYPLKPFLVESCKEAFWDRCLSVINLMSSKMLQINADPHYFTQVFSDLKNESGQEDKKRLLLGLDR
dFosB act = activators of delta FosB homodimer, primary screen, biochemical, fluorescence polarization, TAMRA-CDK5 oligo, single point; purified delta FosB; percent of positive-control signal above neutral wells; activation, % at 25 µM; 0.99% of 340,000 active;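 active = mean activation above about 17%, with every replicate also reaching it, limit read from the data, passing the limit was not always enough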;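 also: fluorescence polarization rise as delta FosB binds a TAMRA Cdk5 AP-1 oligo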
Target sequence (P13346 whole entry, looked up): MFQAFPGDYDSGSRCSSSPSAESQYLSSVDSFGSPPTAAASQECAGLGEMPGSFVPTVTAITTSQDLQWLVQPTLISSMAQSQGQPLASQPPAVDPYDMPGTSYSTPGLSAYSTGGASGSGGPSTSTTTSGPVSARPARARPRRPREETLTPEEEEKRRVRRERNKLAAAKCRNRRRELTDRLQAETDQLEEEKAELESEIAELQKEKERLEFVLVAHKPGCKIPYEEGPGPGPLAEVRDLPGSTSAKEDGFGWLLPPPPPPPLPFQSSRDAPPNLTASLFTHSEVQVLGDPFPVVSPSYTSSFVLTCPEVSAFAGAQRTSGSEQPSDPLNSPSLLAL
Cardiac RTF inh = cardiac RTF calcium sensitivity inhibitors, primary screen, biochemical, IANBD-TnC fluorescence, EC70 calcium. AID 493244, 2011. IANBD-labeled cardiac RTF, Ca2+ fluorescence. inhibition, % at 7.15 µM. Troponin I, cardiac muscle (Homo sapiens) + Troponin T, cardiac muscle (Homo sapiens) + …. 0.12% of 340,000 active;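 active = inhibition above the mean inhibition of all tested compounds plus 3 SD, cut at about 17% in these data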;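 also: assay run at fixed EC70 calcium of 1.6 mM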
An asterisk follows results filed as active; . = no result given. Hits appear at their usual frequency; 3.2% or so of the library scored in one or more.

1) Cc1ccc(C)c(NC(=O)CN(C)C(=O)CC2OC(=O)c3ccccc32)c1 (stereo not given)
2) CC(C)Cn1c(SCC(=O)Nc2cc(Cl)c(Cl)cc2Cl)nc(O)cc1=O
3) CCc1ccc(NC(=O)C(C)OC(=O)CCC(=O)c2cccs2)cc1 (stereo not given)
4) CC(=O)Oc1ccc2ccc3ccc(C(C)=O)cc3c2c1
5) Cc1ccc2c(COC(=O)C3=COCCO3)cc(=O)oc2c1
6) CCc1nc(SCC(=O)NC2CCCC2)c2c(=O)n(C)c(=O)n(C)c2n1
7) COc1ccc(CNc2nc3c(c(=O)[nH]c(=O)n3C)n2Cc2ccccc2C)cc1
8) Cc1c(C(c2cccs2)c2c(C)n(C)n(-c3ccccc3)c2=O)c(=O)n(-c2ccccc2)n1C

compound no.,1,2,3,4,5,6,7,8
CDK5 p35 inh,-2.1,3.4,-0.7,1.7,-1.9,1.0,-3.7,0.5
PvdQ inh,6,-9,-20,13,8,-6,-20,-5
PfHsp90 set2,6,.,1,-28,59,16,-28,-11
Keap1-Nrf2 PPI,-3,-2,-4,-3,0,1,0,-1
cardiac RTF act,-9,-1,11,1,-4,0,1,-9
NSD2 HMT inh,-1,1,-1,-1,-1,-2,.,-1
Mot1-301 SUMO,-12,-4,16,.,.,139,-8,2
dFosB act,-11,-12,-5,-17,2,5,18*,-4
LANA DNA inh,-0.3,-2.3,0.1,.,0.3,2.5,-2.1,-0.5
Cardiac RTF inh,0,-8,-7,-3,-12,2,-10,5
Rtt109 HAT inh,-2,-5,-2,0,-1,-3,-7,12

9) CC(Oc1ccc(Cl)cc1Cl)C(=O)NC(=S)N1CCc2ccccc21 (stereo not given)
10) Cc1nnc(SCc2cccc([N+](=O)[O-])c2)[nH]c1=O
11) Cc1ccc2c(cnn2C(=O)CCCC(=O)NCc2ccc(Cl)cc2)c1
12) Cc1ccc(C(=O)N/C(=C\c2cccs2)C(=O)NCCCN2CCOCC2)cc1
13) Cc1cc2c(cc1S(=O)(=O)NCc1ccccc1)OCC(=O)N2
14) S=C(NC1CCCCC1)NC1CC2C=CC1C2 (stereo not given)
15) CN(Cc1ccccc1)C(=O)c1cccc(NC(=O)Cc2ccc(NC(=O)C3CCCN(C(=O)C4CCC4)C3)cc2)c1 (stereo not given)
16) COc1ccc(CCNC(=O)CN(c2ccc(C)cc2)S(=O)(=O)c2c(C)noc2C)cc1OC

compound no.,9,10,11,12,13,14,15,16
CDK5 p35 inh,-0.9,0.2,-0.6,-0.4,-0.8,-1.5,-0.5,0.7
PvdQ inh,11,9,6,10,-9,9,-19,-8
PfHsp90 set2,-22,-7,-6,2,-18,-13,-9,-21
Keap1-Nrf2 PPI,-6,2,1,-5,-2,5,-1,-1
cardiac RTF act,2,-2,1,-4,5,.,-3,8
NSD2 HMT inh,2,0,.,-6,.,-4,.,-1
Mot1-301 SUMO,-15,11,28,9,-5,-18,.,1
dFosB act,-1,3,2,-4,-5,-3,-10,-4
LANA DNA inh,1.8,0.3,-0.8,0.3,-0.7,0.7,1.4,1.0
Cardiac RTF inh,4,-4,-1,-6,-10,.,-8,-4
Rtt109 HAT inh,8,8,4,6,2,4,1,4

17) O=[N+]([O-])c1cccc2c(S(=O)(=O)N3CCOCC3)cccc12
18) CC(C)C(NS(=O)(=O)c1cccc2nsnc12)C(=O)NC1CCCCC1C (stereo not given)
19) CC1(OC(=O)C2CCCC2)C(=O)C=C2C=C(c3ccsc3)N(Cc3ccccc3)C=C2C1=O (stereo not given)
20) COC(=O)[C@@]1(Cc2ccccc2)[C@H]2C(=O)N(Cc3ccccc3)C(=O)[C@H]2[C@H]2CN=C(SCc3ccccc3)N21
21) CNC(=O)c1c(NC(=O)c2cccc(N3C(=O)CCC3=O)c2)sc2c1CCCC2
22) CCCOc1ccc(S(=O)(=O)NCCCN2CCOCC2)c2ccccc12
23) Clc1ccc(SCc2cn3ccccc3n2)cc1
24) CCNC(=O)C1CC(=O)N(c2ccc(Br)cc2)C1 (stereo not given)

compound no.,17,18,19,20,21,22,23,24
CDK5 p35 inh,0.0,-1.0,0.0,0.6,-0.6,-0.9,-1.1,-0.4
PvdQ inh,-2,15,5,-10,3,-7,-14,-7
PfHsp90 set2,4,6,8,4,-16,-18,35,13
Keap1-Nrf2 PPI,-1,1,-3,-4,-1,4,-8,1
cardiac RTF act,-3,-1,-2,1,-2,-4,8,-4
NSD2 HMT inh,5,2,.,.,2,2,0,-1
Mot1-301 SUMO,-4,-8,7,.,21,5,7,-9
dFosB act,-1,-5,4,-10,-8,-2,-2,-3
LANA DNA inh,0.4,-0.2,0.1,-0.2,-1.2,-0.9,0.6,-0.2
Cardiac RTF inh,-1,-8,-12,-9,-4,-6,-8,-1
Rtt109 HAT inh,0,-2,17,1,3,2,2,-9

25) CN(C)C(CNC(=O)c1ccc(S(=O)(=O)Nc2cccc(C(F)(F)F)c2)cc1)c1ccco1 (stereo not given)
26) CCN(CC)S(=O)(=O)c1ccc(O)c(NS(=O)(=O)c2ccccc2F)c1
27) CCC(C)NC(=O)C1CCN(S(=O)(=O)c2ccc(OC)cc2)CC1 (stereo not given)
28) O=C(COC(=O)/C=C/c1cccc(F)c1)Nc1ccc(Cl)cn1
29) CC(=O)c1ccc2noc(-c3ccc(C)cc3)c2c1
30) CN(c1ccccc1C(=O)Nc1ccccc1C(=O)NCc1ccco1)S(C)(=O)=O
31) O=C(COC(=O)c1cccs1)Nc1cc(S(=O)(=O)N2CCOCC2)ccc1Cl
32) COc1ccc(C(=O)Nc2ccc3c(c2)nc(CN2CCN(C(C)=O)CC2)n3C)cc1

compound no.,25,26,27,28,29,30,31,32
CDK5 p35 inh,-9.3,0.0,-1.5,3.4,1.5,0.0,-1.6,-3.8
PvdQ inh,-8,-7,-14,-15,-15,3,-9,-9
PfHsp90 set2,4,-6,.,-8,-17,0,.,50
Keap1-Nrf2 PPI,-3,-3,-2,-1,-9,1,-5,0
cardiac RTF act,-8,2,0,-1,17,-1,3,3
NSD2 HMT inh,1,3,-3,-1,-2,2,.,0
Mot1-301 SUMO,8,-16,-8,9,9,-12,3,-9
dFosB act,-13,3,5,2,-7,-4,-4,-4
LANA DNA inh,0.8,0.7,0.9,-2.8,-0.9,0.1,-0.4,-2.1
Cardiac RTF inh,-2,4,-1,-7,-7,-1,-7,-8
Rtt109 HAT inh,2,2,7,-2,-7,0,-25,0

33) Cc1ccc(S(=O)(=O)CCC(=O)Nc2nc(-c3ccncc3)cs2)cc1
34) CC1CC(C)CN(C(=O)C2CCCN(S(=O)(=O)c3cccc4nonc34)C2)C1 (stereo not given)
35) Cc1cc(/C=N/n2cnnc2)c(C)n1-c1ccc(Cl)cc1
36) Cc1cc(C(=O)N2CCCC(C(=O)c3ccc(Oc4ccccc4)cc3)C2)n[nH]1 (stereo not given)
37) COc1ccc(N(C(C)C(=O)N/N=C/c2ccc(OCC(C)C)cc2)S(C)(=O)=O)cc1 (stereo not given)
38) CCCCN(CCCC)Cc1ccc(C(=O)NNC(=O)Nc2ccccc2)o1
39) Cc1noc(C)c1S(=O)(=O)N(CC(=O)Nc1ccc2c(c1)OCO2)c1ccc(C(C)C)cc1
40) Cc1cccc(NC(=O)c2cc([N+](=O)[O-])ccc2NC2CCCCC2)c1

compound no.,33,34,35,36,37,38,39,40
CDK5 p35 inh,-3.1,0.8,-1.1,.,-1.2,0.0,1.7,0.9
PvdQ inh,-12,6,3,-17,-1,-6,3,10
PfHsp90 set2,6,-97,-35,-15,-9,3,-2,-8
Keap1-Nrf2 PPI,-3,-6,4,0,0,0,-4,1
cardiac RTF act,-1,0,0,6,1,1,2,4
NSD2 HMT inh,2,4,3,2,24,16,.,-1
Mot1-301 SUMO,5,3,0,.,4,-4,.,2
dFosB act,2,-1,-1,-4,-4,-2,-4,-8
LANA DNA inh,-0.2,4.0,0.5,-0.1,-0.2,0.4,-0.1,-1.9
Cardiac RTF inh,-3,-6,2,-6,-1,0,-3,3
Rtt109 HAT inh,-5,2,7,3,29,7,-4,-15

The last four entries of the section above lead into the next.
37) COc1ccc(N(C(C)C(=O)N/N=C/c2ccc(OCC(C)C)cc2)S(C)(=O)=O)cc1 (stereo not given)
38) CCCCN(CCCC)Cc1ccc(C(=O)NNC(=O)Nc2ccccc2)o1
39) Cc1noc(C)c1S(=O)(=O)N(CC(=O)Nc1ccc2c(c1)OCO2)c1ccc(C(C)C)cc1
40) Cc1cccc(NC(=O)c2cc([N+](=O)[O-])ccc2NC2CCCCC2)c1
41) CCCc1nnc(NC(=O)CCC(=O)N2CCN(c3nc(C)cc(C)n3)CC2)s1
42) Cc1onc(-c2c(F)cccc2Cl)c1C(=O)NC1CCCCCC1
43) CC1c2cc3c(cc2CCN1CC(=O)Nc1ccccc1)OCCCO3 (stereo not given)
44) O=C(OCc1ccc(COC(=O)c2cccnc2Cl)cc1)c1cccnc1Cl
45) O=C(CSc1ncc(C(F)(F)F)cc1Cl)N1CCN(S(=O)(=O)c2ccccc2)CC1
46) CCC1Sc2ccccc2N(CC(=O)NCc2ccc3c(c2)OCO3)C1=O (stereo not given)
47) O=C(OCC(=O)N1CCN(S(=O)(=O)c2ccc(Cl)cc2)CC1)c1ccc([N+](=O)[O-])o1

compound no.,37,38,39,40,41,42,43,44,45,46,47
CDK5 p35 inh,-1.2,0.0,1.7,0.9,-2.4,-2.1,-0.5,0.9,-1.2,-1.5,0.3
PvdQ inh,-1,-6,3,10,-4,-5,-14,0,0,-2,-9
PfHsp90 set2,-9,3,-2,-8,-9,14,-14,2,7,-7,9
Keap1-Nrf2 PPI,0,0,-4,1,-3,-4,0,3,-1,3,-5
cardiac RTF act,1,1,2,4,0,-2,-1,-14,-6,-5,4
NSD2 HMT inh,24,16,.,-1,-1,-9,.,12,0,.,-10
Mot1-301 SUMO,4,-4,.,2,0,-3,653*,2,-3,-3,203
dFosB act,-4,-2,-4,-8,-5,2,-6,5,5,-16,-4
LANA DNA inh,-0.2,0.4,-0.1,-1.9,1.4,-0.6,-0.1,0.5,-2.8,1.3,-0.5
Cardiac RTF inh,-1,0,-3,3,3,2,3,2,-4,10,-5
Rtt109 HAT inh,29,7,-4,-15,4,-34,7,20,10,1,-5
